ATXN2 expr inh = inhibitors of ATXN2 expression. Potency, µM (titrated, usually from 57 µM), for inactives: top-dose activity change, negative = inhibition, most hits filed as inhibitors. 360,000 tested, 0.72% active. HEK-293 ATXN2-luciferase reporter, luminescence, 24 h; further: on the % scale 0 is the no-effect control and ±100 the full control effect; nearly all actives have a fitted effect of over 55% in size
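qHTS (up to 57 uM final) was run with 24 h compound exposure of reporter cells at 37 °C. Each well was multiplexed: SteadyGlo luminescence measured ATXN2-luciferase expression after a fluorogenic Gly-Phe-AFC viability readout (25 uM final).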
MCF10A rereplic = induces DNA re-replication in MCF 10a normal breast cells; MCF 10A DNA re-replication, Hoechst nuclear intensity, 48 h; Potency, µM (highest dose often 46.1 µM), for inactives: at the top dose activity, positive = re-replication, hits mostly activators; 350,000 tested, 2.9% active; AID 624296; further: % of control where 0% means no effect; nearly all actives have a fitted effect of over 50% in size
S2 tox = cell viability loss in ATXN counter-screen; S2 cells (HEK-293 line with an ATXN2-luciferase reporter) viability, CellTiter-Fluor protease fluorescence, 24 h; Potency, µM (top dose mostly 56.7 µM), hits mostly cytotoxic; 400,000 tested, 0.49% active; AID 651635; further: nearly all actives have a fitted effect of over 40% in size
EPAC2 antag = EPAC2 (human) antagonism; Potency, µM (doses to about 114 µM), for the others: at the top dose activity, negative = inhibition, hits mostly inhibitors; Q8WZA2; 360,000 tested, 0.18% active; AID 720708; EPAC2 GEF exchange of Rap1B-BODIPY-GDP, fluorescence; further: on the % scale 0 is the no-effect control and ±100 the full control effect; nearly all actives have a fitted effect of over 45% in size; many of its hits are not listed in these tables
Target sequence (Q8WZA2 whole entry, looked up): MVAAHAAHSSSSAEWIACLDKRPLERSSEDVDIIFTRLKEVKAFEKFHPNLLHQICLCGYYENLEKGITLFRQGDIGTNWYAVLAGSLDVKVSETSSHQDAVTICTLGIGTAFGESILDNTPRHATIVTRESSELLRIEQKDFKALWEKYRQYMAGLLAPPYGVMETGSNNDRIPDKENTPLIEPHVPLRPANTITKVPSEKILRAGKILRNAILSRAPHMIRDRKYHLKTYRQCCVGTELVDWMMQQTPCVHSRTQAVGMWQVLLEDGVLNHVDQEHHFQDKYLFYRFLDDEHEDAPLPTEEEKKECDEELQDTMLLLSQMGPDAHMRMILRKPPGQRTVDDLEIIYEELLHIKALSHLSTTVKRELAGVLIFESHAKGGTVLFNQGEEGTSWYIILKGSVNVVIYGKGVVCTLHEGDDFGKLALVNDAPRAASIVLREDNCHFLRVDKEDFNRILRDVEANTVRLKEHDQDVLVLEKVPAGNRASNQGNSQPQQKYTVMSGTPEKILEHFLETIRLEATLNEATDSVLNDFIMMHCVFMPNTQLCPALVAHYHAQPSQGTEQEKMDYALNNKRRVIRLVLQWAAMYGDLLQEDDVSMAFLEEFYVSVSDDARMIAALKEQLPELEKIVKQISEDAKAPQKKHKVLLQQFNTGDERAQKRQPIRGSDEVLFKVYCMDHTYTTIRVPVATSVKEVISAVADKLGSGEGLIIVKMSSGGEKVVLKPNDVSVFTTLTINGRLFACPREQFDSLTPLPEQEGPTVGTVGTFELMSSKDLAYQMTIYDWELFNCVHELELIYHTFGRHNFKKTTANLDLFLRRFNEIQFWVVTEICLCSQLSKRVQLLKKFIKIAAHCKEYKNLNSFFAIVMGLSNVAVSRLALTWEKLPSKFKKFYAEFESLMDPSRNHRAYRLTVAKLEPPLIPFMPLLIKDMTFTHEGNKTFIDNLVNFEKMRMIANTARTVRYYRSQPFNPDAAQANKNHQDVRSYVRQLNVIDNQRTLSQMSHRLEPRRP
A549 tox = kills or reduces viability of A549 cells in Nrf2 counter-screen | 390,000 tested, 0.16% active | Potency, µM (highest dose often 46 µM), for inactives: top-dose activity change, negative = cytotoxicity, usual class: inhibitors | A549 ARE-Fluc cells, CellTiter-Fluor viability, 18-24 h; further: on the % scale 0 is the no-effect control and ±100 the full control effect
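A549 ARE-Fluc cells in 5% FBS OPTI-MEM, 5000 cells/well, rested 2 h then exposed to compounds in concentration-response for 18-24 h at 37 °C. Viability by CellTiter-Fluor fluorescence (Ex 405/Em 525) after 30 min; luciferase luminescence (BugLite, 15 min, RT) read afterwards.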
Nrf2 inh = blocks Nrf2 signaling; A549 ARE-Fluc reporter, luciferase luminescence, 18-24 h; Potency, µM (highest dose often 46 µM), without a hit: at the top dose activity change, negative = inhibition, most hits filed as inhibitors; 360,000 tested, 2.1% active; further: on the % scale 0 is the no-effect control and ±100 the full control effect; nearly all actives have a fitted effect of over 60% in size
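Concentration-response testing used A549 ARE_Fluc cells at 5000 cells/well. Following an 18-24 h compound incubation, viability was read by fluorescence (Ex 405/Em 525) and luciferase output by luminescence.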
Nrf2 ARE act = Nrf2 pathway activation; 410,000 tested, 0.31% active; AID 624171; Potency, µM (series often up to 46.1 µM), for inactives: at the top dose activation, most hits filed as activators; AREc32 ARE-luciferase reporter (MCF7-derived line), luminescence, 24 h; further: % of control where 0% means no effect; nearly all actives have a fitted effect of over 65% in size
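Quantitative high-throughput format: AREc32 reporter cells, 1000 per well, received compound by pin transfer and were incubated 24 hr at 37 deg C, 5% CO2, before Steady-Glo luminescence detection.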
TGFb SMAD3 inh = blocks TGF-b signaling. HepG2 CAGA-GFP TGF-b/SMAD3 reporter, GFP fluorescence, 18 h; TGF-beta stimulated, 500 pg/mL final. Potency, µM (series often up to 46.1 µM), inactives show top-dose activity, negative = inhibition, hits mostly inhibitors. AID 588855. 410,000 tested, 1.2% active; further: on the % scale 0 is the no-effect control and ±100 the full control effect; nearly all actives have a fitted effect of over 65% in size
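First, reporter cells (HEPG2 CAGA-GFP) rested 2 h at 37 degrees C. Next, compounds were pinned in and TGF-beta added to 500 pg/mL final. After 18 h, GFP was imaged per cell and summed per well.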
HepG2 viability = counter-screen for TGF-b inhibitors: cytotoxicity in HepG2 cells; Potency, µM (doses to about 46.1 µM), without a hit: at the highest dose activity change, negative = cytotoxicity, hits mostly cytotoxic; 410,000 tested, 0.76% active; HepG2 CAGA-GFP viability, ATP luminescence, 18 h; further: some results filed as inactive show a strong effect at the top dose
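CellTiter-Glo luminescence gave cytotoxicity after 18 hours at 37 degrees C. The cells were HepG2 CAGA-GFP in 1% FBS DMEM, stimulated with 500 pg/mL TGF-beta after compound addition. %Activity was normalised to no-cell wells (complete cell-killing) and DMSO (no toxicity), and curves were fitted and classified.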
An asterisk follows results filed as active; i = inactive; ? = inconclusive; nt = no result given; [ ] = another dose, or the depositor's remark. The call rests on the fitted dose curve; in most records, active means well fitted curve in the direction sought with a large enough effect; inconclusive means small, poorly fitted or top-dose-only effect, or another doubt; inactive means no such curve, though single readings can be large; an effect the other way counts as inactive or inconclusive. Potency means the concentration at half of the fitted maximal effect. Only part of the results is shown. The share of hits here may be higher or lower than overall.

Sample of the layout, two compounds:
SMILES	ATXN2 expr inh	MCF10A rereplic	S2 tox	EPAC2 antag	A549 tox	Nrf2 inh	Nrf2 ARE act	TGFb SMAD3 inh	HepG2 viability
Cc1cccc(CC(=O)Nc2c(C(=O)Nc3cccc(F)c3)oc3ccccc23)c1	34%[activator]	nt	i	nt	4%	10%	6.8%	-20%	-37%
O=C(COC(=O)c1ccc[nH]c1=O)NCCc1ccc(F)cc1	-8%	-5%	i	3%	-1%	-14%	2.2%	0%	6%

Results, repeating the preview:
SMILES	ATXN2 expr inh	MCF10A rereplic	S2 tox	EPAC2 antag	A549 tox	Nrf2 inh	Nrf2 ARE act	TGFb SMAD3 inh	HepG2 viability
Cc1cccc(CC(=O)Nc2c(C(=O)Nc3cccc(F)c3)oc3ccccc23)c1	34%[activator]	nt	i	nt	4%	10%	6.8%	-20%	-37%
O=C(COC(=O)c1ccc[nH]c1=O)NCCc1ccc(F)cc1	-8%	-5%	i	3%	-1%	-14%	2.2%	0%	6%
CCCc1[nH]nc2c1C(c1ccc(OCCN3CCOCC3)c(OCC)c1)C(C#N)=C(N)O2 (centres undefined)	-13%	-1%	i	1%	0%	4%	0.1%	?	-21%
COc1ccc(CCC(C)Nc2ccc(F)cc2)cc1 (centres undefined)	3%	17%	i	-7%	2%	16%	0.3%	7%	2%
CN(C)c1ccc(C(=O)/C=C/c2ccc(Br)cc2)cc1	nt	5%	i	4%[57.1 µM]	0%	14%	14%	9%	-19%
CCOc1cccc(CN2CCC(Oc3ccc(C(=O)N4CCCC4)cc3)CC2)c1	-3%	-2%	?	0%	?	-3%	0.3%	-3%	-15%
Fc1ccc(-c2nnc(CSc3nnc(-c4ccc5c(c4)OCO5)o3)o2)cc1	-1%	6%	i	5%	1%	7%	2.4%	?	-18%
COc1ccc(NC(=S)NCc2ccccc2)c(OC)c1	-2%	1%	i	-5%	9%	7%	-0.2%	1%	-14%
O=C(Nc1cccc(Cl)c1Cl)c1cc(S(=O)(=O)N2CCCCC2)ccc1F	nt	nt	nt	nt	20%	nt	-0.2%	31%	7%
COc1ccc(S(=O)(=O)NCCc2cn3ccsc3n2)cc1	nt	nt	nt	nt	-1%	nt	0.2%	3%	-13%
COc1cc(NC(=O)C(=O)NNC(=O)C2CCCCC2)c(OC)cc1Cl	-12%	?	i	7%	0%	19%	6.1%	-16%	22%
CCn1c(COc2ccccc2)nnc1SCC(=O)C(C)(C)C	2%	19%	i	-11%	4%	nt	-0.8%	-11%	-3%
COc1ccccc1OCC(=O)NN1Cc2ccccc2C1=N	3%	-4%	i	25%	9%	8%	-0.1%	-6%	7%
COC(=O)c1cc(S(=O)(=O)N2CCN(C(=O)c3ccco3)CC2)cn1C	nt	0%	i	-2%	1%	-8%	0.6%	0%	-4%
COc1ccc(CNC(=O)c2cc3cccc(O)c3oc2=N)cc1	21%	-1%	i	-5%	-6%	3%	2.9%	?	-12%
COCCNC(=S)N1CCCN(c2nc3cc(C)ccc3cc2C#N)CC1	nt	12%	i	-9%	0%	?	-0.5%	-18%	-23%
c1ccc(NC(c2ccccc2)c2ccncc2)cc1 (centres undefined)	-13%	24%	i	16%	0%	10%	-0.4%	-7%	3%
CCn1ccc(C(=O)Nc2ccccc2Cl)n1	nt	4%	i	-4%[57.1 µM]	2%	?	11%	8%	8%
CCCCn1c(CCCNC(=O)c2ccco2)nc2ccccc21	-22%	9%	i	-7%	10%	19%	4.2%	-2%	-2%
CCN1CCN(CC(=O)Nc2nc3ccccc3s2)CC1	nt	-4%	i	-4%	-2%	12%	3.9%	5%	-38%
CCc1cccc(NC(=O)CN2C(=O)NC3(CCCCCCC3)C2=O)c1	-20%	29%	i	-15%	1%[1.84 µM]	-24%	-0.2%	-12%	-12%
O=C(O)C1CC(=O)N(c2ccc(OCc3ccccc3Cl)cc2)C1 (centres undefined)	-19%	7%	i	4%	4%	-5%	-1.3%	1%	-9%
Cc1cc(C)c(CN2CCC(N3CCC(C(=O)NCC4CCCO4)CC3)CC2)cc1C (centres undefined)	-14%	-1%	i	6%	-5%	10%	-0.1%	2%	-21%
Cc1cccn2c(=O)c3cc(C(=O)NCc4ccco4)c(=N)n(CCOCCO)c3nc12	-15%	?	i	-8%	-17%	10%	9.8%	-30%	-17%
COc1cccc(C(=O)NC2CC3CCCC(C2)N3CC(=O)Nc2ccccc2)c1 (centres undefined)	-12%	1%	i	-2%	-7%	3%	-0.8%	1%	-6%
COc1ccc(C(=O)COC(=O)c2ccccn2)c(OC)c1	21%	2%	i	2%	4%	?	-0.1%	-10%	-16%
N#CC1=C(N)Oc2c(O)cc3ccccc3c2C1c1ccsc1 (centres undefined)	?	?	i	-21%	-1%	-5%	2.4%	?	-22%
COc1ccc2c(c1)NC(C)(C)C=C2C	-20%	27%	i	-1%	-9%	-19%	-0.3%	?	12%
COc1cc(NC(=O)c2ccccc2)c(OC)cc1NC(=O)Cc1ccc(C)cc1	-13%	?	i	4%	-14%	-16%	3.3%	-13%	-37%
Cc1nc2ccc(NC(=O)c3ccco3)cc2nc1C	-20%	9%	i	-8%	6%	0%	2.1%	2%	23%

Ordered by the number under TGFb SMAD3 inh (descending): four of the compounds above.
Structure,TGFb SMAD3 inh
O=C(Nc1cccc(Cl)c1Cl)c1cc(S(=O)(=O)N2CCCCC2)ccc1F,31%
CCc1cccc(NC(=O)CN2C(=O)NC3(CCCCCCC3)C2=O)c1,-12%
COCCNC(=S)N1CCCN(c2nc3cc(C)ccc3cc2C#N)CC1,-18%
Cc1cccc(CC(=O)Nc2c(C(=O)Nc3cccc(F)c3)oc3ccccc23)c1,-20%

The results go on:
SMILES	ATXN2 expr inh	MCF10A rereplic	S2 tox	EPAC2 antag	A549 tox	Nrf2 inh	Nrf2 ARE act	TGFb SMAD3 inh	HepG2 viability
CCCN=C(N)/C(C(=O)OCC)=C(\O)c1ccc(OC)cc1	5%	2%	i	4%	1%	-12%	-0.6%	5%	1%
CC(C)CNC(=S)N1CCN(c2nc3ccccc3s2)CC1	-36%	0%	nt	1%	6%	?	-0.6%	0%	-49%
COc1ccc(OC)c(NC(=O)CSc2nnc(CNC(=O)c3cccs3)o2)c1	-2%	-3%	i	0%	-1%	12%	0.0%	0%	0%
O=C(C[C@H]1C[C@H](C(=O)N2CCCCC2)[C@@]2(CCc3ccccc3)c3[nH]c4ccc(Cl)cc4c3CCN2C1=O)NCc1cccc(C(F)(F)F)c1	12%	0%	i	-11%	-13%	?	0.6%	2%	0%
Cc1ccc(NC(=O)COc2ccc(C(=O)c3ccccc3)cc2)c(O)c1	-20%	-1%	i	3%	-1%	1%	0.7%	-25%	-30%
O=C(Nc1ccc(C(=O)N2CCCCC2)cc1)C1CC1	5%	-55%[inhibitor]	i	-1%	0%	-2%	-0.2%	2%	0%
O=c1c2[nH]c3ccccc3c2ncn1CCN1CCOCC1	-2%	-1%	i	4%	-6%	4%	2.7%	-3%	0%
COc1ccccc1C(=O)NC(=O)COC(=O)CN1C(=O)NC(C)(C)C1=O	8%	-3%	i	17%	-10%	-6%	0.5%	-5%	2%
Cc1cc(-c2cc(NC=O)c3ncc(-c4cccc(C(=O)NCCN(C)C)c4)n3c2)cc(C)c1O	-12%	nt	i	6%	nt	nt	13%	?	-96%
CCc1nc2ccccc2n1CCCCOc1ccccc1C	0%	nt	?	nt	0%	?	1.5%	?	-50%
CCc1nnc(NC(=O)c2cc([N+](=O)[O-])ccc2N2CCOCC2)s1	21%	?	i	4%	-6%	-4%	0.0%	8%	3%
CC1CC1C(=O)OCC(=O)Nc1ccccc1Oc1ccccc1 (centres undefined)	-7%	16%	i	-28%	-1%	-1%	-0.9%	8%	7%
Cc1cc(C)cc(N(C(=O)c2ccccn2)C(C(=O)NC2CCCCC2)c2cccs2)c1 (centres undefined)	?	-3%	?	0%	-11%	-18%	0.3%	-2%	-14%
CCOc1ccc(N2C(=O)CC(N)C2=O)cc1 (centres undefined)	-2%	18µM*	i	3%	-2%	-12%	-0.3%	?	-110%
CCN(CC(=O)N1CCN(C)CC1)S(=O)(=O)c1ccc(Cl)cc1	-4%	2%	i	-3%	8%	nt	-1.0%	4%	-11%

Single records, as listed above. Screens in order: ATXN2 expr inh	MCF10A rereplic	S2 tox	EPAC2 antag	A549 tox	Nrf2 inh	Nrf2 ARE act	TGFb SMAD3 inh	HepG2 viability
Listed for CCN(CC(=O)N1CCN(C)CC1)S(=O)(=O)c1ccc(Cl)cc1 : -4%	2%	i	-3%	8%	nt	-1.0%	4%	-11%
Listed for Cc1cc(-c2cc(NC=O)c3ncc(-c4cccc(C(=O)NCCN(C)C)c4)n3c2)cc(C)c1O : -12%	nt	i	6%	nt	nt	13%	?	-96%
Listed for CCOc1ccc(N2C(=O)CC(N)C2=O)cc1 (centres undefined) : -2%	18µM*	i	3%	-2%	-12%	-0.3%	?	-110%
Listed for CC1CC1C(=O)OCC(=O)Nc1ccccc1Oc1ccccc1 (centres undefined) : -7%	16%	i	-28%	-1%	-1%	-0.9%	8%	7%
Listed for CC(C)CNC(=S)N1CCN(c2nc3ccccc3s2)CC1 : -36%	0%	nt	1%	6%	?	-0.6%	0%	-49%

Next structures follow:
SMILES	ATXN2 expr inh	MCF10A rereplic	S2 tox	EPAC2 antag	A549 tox	Nrf2 inh	Nrf2 ARE act	TGFb SMAD3 inh	HepG2 viability
COC(=O)[C@@H](NC(=O)NC(C)CCc1ccccc1)C(C)C (some centres undefined)	-15%	9%	i	8%	-7%	-10%	-1.1%	?	0%
CC(C)(C)c1ccc(NC(=O)CSc2nnc(-c3n[nH]c4ccccc34)o2)cc1	51%[activator]	?	i	-12%	-2%	-10%	6.9%	0%	-5%
CC(=O)NNC(=S)NC(=O)C(c1ccccc1)c1ccccc1	?	-4%	?	-3%	?	16µM*	0.2%	-24%	-1%
Cc1ccc(-c2cc(C(F)F)n3ncc(C(=O)N4CCCCC4c4cccnc4)c3n2)cc1 (centres undefined)	-28%	?	i	4%	1%	?	0.6%	-22%	-20%
Cc1ccc(N2NC(=O)/C(=C/c3ccc(-c4ccc(Cl)c(C(=O)O)c4)o3)C2=O)cc1	3%	-1%	i	-6%	0%	-3%	-0.3%	-1%	2%
